TLR9-MyD88 inh: inhibitors of TLR9-MyD88 association in cells, primary screen, cell-based, CHO, BLA complementation, fluorescence | Toll-like receptor 9 (Homo sapiens) + Myeloid differentiation primary response protein … | CCF4 FRET ratio | inhibition, % at 4.98 µM | actives 0.21% (n = 340,000) | AID 504734, 2011;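 active = inhibition above the mean over all tested compounds plus 3 SD, cut at about 21% in these data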;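 also: 0% = DMSO only wells and 100% = clavulanate BLA inhibitor control wells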
NOD2 RIPK2 PPI: NOD2-RIPK2 binding disruptors in cells, primary screen, fluorescence, CHO cells, BLA complementation; AID 624267, 2012; CCF4 ratio; inhibition, % at 4.98 µM; actives 0.38% (n = 360,000); in the data active = inhibition above about 21%;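 also: 0% = vehicle only and 100% = reference blocker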
MC4R barr agon: MC4R agonists recruiting beta-arrestin, primary screen, cell-based, luminescence, agonist arm of biased-ligand search; U2OS MC4R beta-arrestin complementation; percent of melanotan II response, DMSO zero; activation, % at 8.9 µM; actives 0.98% (n = 360,000); AID 540308, 2011;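 active = activation above a per-plate cutoff, the mean activation of sample wells on that plate plus 3 SD, cut at about 8% in these data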
Target sequence (P32245 whole entry, looked up): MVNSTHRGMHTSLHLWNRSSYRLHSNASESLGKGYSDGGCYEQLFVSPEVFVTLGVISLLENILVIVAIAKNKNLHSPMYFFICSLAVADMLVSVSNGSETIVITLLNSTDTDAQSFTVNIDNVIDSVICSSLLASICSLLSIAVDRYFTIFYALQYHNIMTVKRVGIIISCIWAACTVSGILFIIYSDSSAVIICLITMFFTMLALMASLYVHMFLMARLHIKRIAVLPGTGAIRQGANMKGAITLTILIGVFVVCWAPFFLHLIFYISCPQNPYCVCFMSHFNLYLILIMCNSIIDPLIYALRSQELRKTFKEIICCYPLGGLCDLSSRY
SRC2 inh: inhibition of GAL4-SRC2 driven luciferase reporter, primary screen, SRC2 inhibitor project, cell-based, luminescence. Nuclear receptor coactivator 2 (Homo sapiens), Q15596. HEK293 GAL4-SRC2 luciferase reporter. inhibition, % at 9 µM. actives 0.17% (n = 370,000);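 active = inhibition above the mean inhibition of all tested compounds plus 3 SD, set per campaign, cut at about 52% in these data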;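 also: 0% = DMSO treated cells and 100% = cells given Gossypol at 36 µM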
ABCB6 inh MLPCN: ABCB6 transporter inhibitors, primary screen, K562-ABCB6 cells, flow cytometry, MLPCN library | ATP-binding cassette sub-family B member 6 (Homo sapiens), Q9NP58 | K562-ABCB6 porphyrin accumulation, 1 h; stronger effect = lower value | fluorescence ratio to DMSO, % at 10 µM | actives 0.19% (n = 360,000);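 active = fluorescence ratio to DMSO below 75%, the collection mean minus 3 SD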;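 also: signal is porphyrin accumulated inside mitochondria; 100% equals median channel fluorescence of DMSO control wells; lower ratio means ABCB6 inhibition with less porphyrin fluorescence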
ABHD5-PLIN5 inh: ABHD5-PLIN5 interaction inhibitors, primary screen, cell lysate, split luciferase complementation, luminescence | Perilipin-5 (Homo sapiens) + 1-acylglycerol-3-phosphate O-acyltransferase ABHD5 (Homo … | Split G. princeps luciferase complementation, 4 h | inhibition, % at 4 µM | actives 0.78% (n = 360,000) | AID 602281, 2012;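 active = inhibition above the mean inhibition across every tested compound plus 3 SD, cut at about 22% in these data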;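 also: 0% = DMSO only wells and the 100% control is not disclosed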
H9c2 protect: cardioprotection against H2O2-induced cell death, primary screen, uHTS, H9c2 cells, ATPLite luminescence; H9c2 cardiomyocytes, H2O2 injury protection, 2 h; protection from H2O2 cell death, % at 20 µM; actives 0.63% (n = 360,000); AID 588492, 2011;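 active = compounds giving at least 50% protection of heart cells from peroxide-induced death in the single-dose screen, raw or plate-pattern-corrected value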;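 also: 0% = DMSO wells with peroxide and 100% = DMSO wells without peroxide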
MC4R antagonist: MC4R antagonists of cAMP signaling, primary screen, cell-based, TR-FRET, antagonist arm of biased-ligand search; inhibition, % at 6.5 µM; Melanocortin receptor 4 (Homo sapiens), P32245; MC4R-expressing cells, MTII-stimulated cAMP, LANCE TR-FRET; AID 540295, 2011; actives 0.48% (n = 360,000);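 active = inhibition above its plate's cutoff, the mean of tested wells on that plate plus 3 SD, cut at about 29% in these data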;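 also: 0% = Melanotan II alone and 100% = Melanotan II plus saturating MCL0020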
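material = U2OS cells stably expressing human melanocortin 4 receptor (MC4R) | also added = Melanotan II challenge | dosing = single nominal compound dose of 6.5 µM | detection = TR-FRET with Eu-cAMP and labeled anti-cAMP, 671 nm | replication = singlicate | timing = compound 30 min, challenge 1 h, detection 1 h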
HTR2A ag: mouse Htr2a agonists via beta-arrestin recruitment, primary screen, cell-based, luminescence. 5-hydroxytryptamine receptor 2A (Mus musculus), P35363. AID 624169, 2012. activation, % at 7.6 µM. CHO-K1 mHTR2A beta-arrestin complementation; percent of 30 µM serotonin response. actives 0.66% (n = 360,000);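 active = activation above a run cutoff, the mean activation of all tested compounds plus 3 SD, cut at about 14% in these data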;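 also: 0% = plate median of compound wells and 100% = 30 µM serotonin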
Target sequence (P35363 whole entry, looked up): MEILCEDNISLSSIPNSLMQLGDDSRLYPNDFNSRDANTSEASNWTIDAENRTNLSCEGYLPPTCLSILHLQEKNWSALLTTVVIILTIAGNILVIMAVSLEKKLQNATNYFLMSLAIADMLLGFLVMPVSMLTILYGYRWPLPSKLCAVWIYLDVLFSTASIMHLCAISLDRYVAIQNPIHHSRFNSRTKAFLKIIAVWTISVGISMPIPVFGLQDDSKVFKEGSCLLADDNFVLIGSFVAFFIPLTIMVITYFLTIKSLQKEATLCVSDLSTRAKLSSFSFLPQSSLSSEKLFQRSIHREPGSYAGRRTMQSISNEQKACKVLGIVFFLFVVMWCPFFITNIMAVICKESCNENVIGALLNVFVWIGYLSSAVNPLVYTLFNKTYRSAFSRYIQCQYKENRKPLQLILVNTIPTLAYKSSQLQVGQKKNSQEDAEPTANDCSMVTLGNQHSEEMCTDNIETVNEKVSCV
N-glyco inh: increase of ERlucT glycosylation luciferase signal, primary screen, N-linked glycosylation inhibitor project, D54 ERlucT cells, luminescence, set 2; actives 0.23% (n = 360,000); D54 ERlucT glycosylation luciferase reporter, 24 h; percent of 100 nM tunicamycin response; reporter increase, % at 12.5 µM;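 active = mean luciferase reporter signal, scaled so untreated is 0 and the glycosylation-blocking control 100, at or above a set limit in every replicate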;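 also: luciferase carries N-glycosylation sites so blocking glycosylation raises the light; 0% = median of neutral control wells and 100% = median of 100 nM tunicamycin wells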
* marks the source's active call; other numbers are inactive results; / = no result given; & = joins results of further samples. Not all compounds are listed, so the mix of outcomes need not match the whole.

nr	SMILES	TLR9-MyD88 inh	NOD2 RIPK2 PPI	MC4R barr agon	SRC2 inh	ABCB6 inh MLPCN	ABHD5-PLIN5 inh	H9c2 protect	MC4R antagonist	HTR2A ag	N-glyco inh
1	COc1cc(O)sc1C=Nc1ccc(Cl)cc1	2	0	-2.8	-1	114	-6	4	-12	-3	0
2	Cc1ccc(NC(=O)CSc2n[nH]c(C)c2[N+](=O)[O-])cc1	-3	5	0.7	-21	107	1	-11	-2	0	-3
3	Cc1cc(C)c2sc(N(CCCN(C)C)C(=O)c3ccc(Br)s3)nc2c1	-7	-8	16*	20	99	23*	-17	2	-6	0
4	O=C(Nc1ccc(OC(F)(F)F)cc1)C1CCCN(S(=O)(=O)c2cccnc2)C1 (configuration not stated)	-6	2	0.0	16	90	-5	-8	4	-2	-2
5	CC1(C)C[C@H]2C3=CCC4[C@@]5(C)CC[C@H](O)[C@](C)(CO)C5CC[C@@]4(C)[C@]3(C)CC[C@@]2(C)[C@H](O)[C@@H]1O (some centres not stated)	-7	-7	-1.9	-31	93	-2	-3	4	2	-3
6	CC(=O)Nc1ccc(-c2nc3ccccc3o2)cc1	6	-8	-2.6	-50	95	-1	-12	13	-4	-7
7	CC(C(=O)Nc1ccc(N2CCOCC2)cc1)N1C(=O)c2ccccc2C1=O (configuration not stated)	-1	-7	-0.2	14	100	-6	3	3	3	1
8	O=C(CN1C(=O)COc2ccccc21)NCCCN1CCCC1	6	-6	-0.6	-14	105	-1	5	-3	1	2
9	CC1(C)OC(=O)C2(Cc3ccccc3N3CCCCC32)C(=O)O1 (configuration not stated)	-4	3	-0.4	-1	99	8	6	-4	2	2
10	O=C(NCc1cccs1)C1CCC(CNS(=O)(=O)c2ccccc2)CC1 (configuration not stated)	-7	3	1.1	16	101	5	-1	-2	1	0
11	CCOC(=O)N1CCN(c2ccc([N+](=O)[O-])cc2F)CC1C (configuration not stated)	4	0	0.7	10	98	-2	-6	8	-5	-2
12	O=C(Nc1nnc([C@@H]2C[C@H](O)[C@@H](CO)O2)s1)Nc1ccc(F)cc1F	/	-11	0.5	-17	100	-2	5	8	-2	-1
13	O=C(O)c1cc(Cl)n[nH]c1=O	/	-2	/	6	99	-9	0	/	2	0
14	COC(=O)c1cc(NS(=O)(=O)c2ccc(N3CCOCC3)c(N)c2)cc(C(=O)OC)c1	1	-24	4.8	17	106	5	-2	0	2	-3
15	Cn1c(=O)c2c(nc(CN3CCC(C(N)=O)CC3)n2CCCc2ccccc2)n(C)c1=O	0	-15	-0.6	-24	96	-3	4	2	-3	3
16	O=C1CCCCC1Nc1ccc(Cl)cc1 (configuration not stated)	-8	1	-2.8	-19	102	-15	-1	1	-4	0
17	O=C(c1cnn2c(C(F)F)cc(-c3ccccc3)nc12)N1CCc2ccccc21	-3	-6	-2.1	9	96	0	12	8	6	0
18	O=C(O)C1CCC2CCCC21 (configuration not stated)	/	-10	/	/	95	10	3	/	-1	-2
19	Oc1ccc(Cl)cc1CNCc1ccc(Cl)nc1	-3	-5	2.3	-16	100	-5	0	7	0	-1
20	O=C(Nc1nnc(-c2ccccc2Cl)s1)C1CCN(S(=O)(=O)c2ccc(Cl)cc2)CC1	-6	2	0.3	-16	101	-6	0	-1	-1	2
21	COc1ccc(CNC(=O)C(OC(=O)c2nsc(Cl)c2Cl)C(C)C)cc1 (configuration not stated)	5	5	-1.4	-6	102	0	-7	22	4	2
22	Cc1occc1-c1nnc(SCC(=O)NC2(C#N)CCCC2)n1C	-7	-2	1.5	-25	105	-6	-3	-4	7	0
23	CC(C)CC(=O)Nc1nc2ccc(S(C)(=O)=O)cc2s1	-4	-2	-2.1	1	104	1	8	-1	0	-2
24	O=C(Nc1ccn(C2CC(OC(=O)c3ccccc3)C(CO)O2)c(=O)n1)c1ccccc1 (configuration not stated)	4	-15	-0.9	-4	105	2	27	-2	0	3
25	CCn1c(/C=C/c2ccccc2Cl)nc2ccccc2c1=O	-12	-5	0.7	-24	92	-5	-4	9	7	-3

Next results follow.
nr	SMILES	TLR9-MyD88 inh	NOD2 RIPK2 PPI	MC4R barr agon	SRC2 inh	ABCB6 inh MLPCN	ABHD5-PLIN5 inh	H9c2 protect	MC4R antagonist	HTR2A ag	N-glyco inh
26	CCOc1ccc(S(=O)(=O)Nc2nc3ccccc3nc2N2CCN(C)CC2)cc1	-10	5	1.6	11	101	14	-12	-9	-3	0
27	CCOC(=O)N1CCN(C(=O)C(=O)N/N=C/c2ccc(OC)cc2OC)CC1	-4	3	-1.6	2	93	6	5	5	2	0
28	CCOC(=O)N1CCN(C(=O)CS(=O)Cc2nc(-c3cccc(C)c3)oc2C)CC1 (configuration not stated)	-6	6	1.3	-18	95	1	14	-8	-1	0
29	COc1ccc(Nc2nc3c(C)cccn3c(=O)c2C=NCc2ccccc2)cc1	-5	-4	1.8	-24	97	4	-13	17	0	-2
30	CNc1nc(-c2cccs2)cc(C(F)(F)F)c1C#N	-29	-12	-0.3	-1	102	0	7	0	4	-3
31	CC(O)(Cc1cccnc1)c1cccs1 (configuration not stated)	4	19	-1.6	15	92	2	4	-2	2	0
32	O=C(Nc1ccccc1N1CCCCC1)c1ccccc1F	14	5	0.3	-1	89	-6	-3	-4	-5	2
33	CC(C)Cn1c([N+](=O)[O-])nc2c1c(=O)[nH]c(=O)n2C	1	5	-0.2	5	105	-7	4	17	1	8
34	Cc1ccc(C(=O)N/C(=C\c2ccco2)C(=O)NCCc2c[nH]c3ccccc23)cc1	4	10	-3.8	-3	102	-2	11	7	-4	30*
35	CCOc1cc(/C=C/c2ccc3cccc([N+](=O)[O-])c3n2)cc(Cl)c1O	-64	-4	1.2	5	98	3	-6	0	1	-2
36	O=C1c2ccccc2C(=O)c2c1ccc1c(=O)n(-c3ccccc3)[nH]c21	1	-7	-0.6	-2	102	9	-6	-1	1	3
37	COc1cc(OC)cc(C(=O)NNC(=O)C(CCC(N)=O)NS(=O)(=O)c2ccc(Cl)cc2)c1 (configuration not stated)	-2	-6	0.1	-17	94	5	1	18	1	-1
38	O=c1[nH]c(-c2ccccc2)cs1	6	-4	-3.0	-15	98	3	1	-2	-3	4
39	CC(=O)OC[C@@H]1CN(Cc2ccccc2)C[C@H](n2cnc3c(NCC(C)C)ncnc32)O1	/	-9	2.8	-16	96	-7	2	7	-2	1
40	CCOC(=O)c1cc(-c2ccc3c(c2)OCCO3)nc2c1c(C)nn2CCC#N	-1	-7	-1.3	-5	101	4	28	20	0	-1
41	CCc1ccccc1NC(=O)CNC(=O)c1ccccc1OCc1c(C)noc1C	0	3	-3.6	8	98	-2	15	2	-8	-3
42	O=C(NCc1ccccc1Cl)c1cc2c(s1)CS(=O)(=O)C2	-6	-10	-1.2	-17	89	-12	-5	-2	-19	0
43	O=C(COC(=O)Cc1ccc(Br)cc1)NC12CC3CC(CC(C3)C1)C2	4	-14	2.4	19	83	-5	5	5	3	2
44	Cc1cccc(C(C(C(=O)c2ccccc2)N2CCOCC2)N2CCOCC2)c1 (configuration not stated)	-2	-11	-1.1	-12	99	-1	3	14	0	-1
45	CC(=O)Nc1c(C#N)c(-c2ccccc2)c(C#N)c(=O)n1-c1ccc(C)cc1	/	-1	-0.6	21	99	7	0	10	-1	6
46	CN(C)CCNc1ncnc2c1ncn2[C@H]1CN(CCc2ccccc2)C[C@@H](CO)O1	/	-3	2.4	-21	97	3	-5	7	1	0
47	CCN1CCN(c2ccc(NC(=O)c3ccco3)cc2)CC1	6	-13	-2.6	-23	99	-2	3	0	-2	-3
48	O=C(NCc1ccccn1)C(=O)N/N=C/c1ccccc1O	-1	-8	-2.0	-22	102	-1	38	12	-2	1
49	O=C(c1ccc(S(=O)(=O)Nc2ccccc2)cc1)N1CCOCC1	3	-1	-0.3	4	97	-4	6	-3	12	1
50	CCOC(=O)C1=C(c2ccccc2)NC(=O)NC1c1cc(OCC)c(O)c([N+](=O)[O-])c1 (configuration not stated)	-4	6	-2.0	2	103	-4	3	22	0	-2

Remaining list, next part
nr	SMILES	TLR9-MyD88 inh	NOD2 RIPK2 PPI	MC4R barr agon	SRC2 inh	ABCB6 inh MLPCN	ABHD5-PLIN5 inh	H9c2 protect	MC4R antagonist	HTR2A ag	N-glyco inh
51	CC(C)C(NS(=O)(=O)c1ccccc1)C(=O)N1CCCCCC1 (configuration not stated)	-1	-7	-0.6	15	96	0	3	9	10	0
52	O=C(CCS(=O)(=O)Cc1ccccc1)Nc1nc2c(s1)CCCC2	8	-5	1.6	10	100	-6	-2	-13	-7	0
53	CC(C)(C)OC(=O)N1CCCN(C(c2cc3ccccc3o2)c2nnnn2C(C)(C)C)CC1 (configuration not stated)	/	-2	/	21	98	-7	/	/	-10	/
54	CC(C)c1ccc(NC(=O)CSC(C)c2nc3ccccc3c(=O)[nH]2)cc1 (configuration not stated)	7	-5	-3.1	3	97	-1	1	9	-5	-1
55	O=C(c1cc(C2CCCCN2S(=O)(=O)c2ccc(F)cc2F)on1)N1CCOCC1 (configuration not stated)	/	1	0.5	-8	96	-6	-6	21	-1	0
56	CN(C)C(CNC(=O)C1CCN(C(=O)/C=C/c2ccccc2)CC1)c1ccccc1 (configuration not stated)	9	0	1.7	-42	100	-1	0	12	-6	1
57	CC(=O)N(O)CCCCCNC(=O)CCC(=O)N(O)CCCCCNC(=O)CCC(=O)N(O)CCCCCN	-6&5	5&-1	-1.7&-0.6	13&-4	108&104	-4&7	2&-1	11&8	-4&6	-4&-6
58	c1ccc2c(c1)cnc1ccccc12	-3	-8&8	-0.2&-1.0	2&8	85&96	2&2	0&-4	-5&-4	1&2	-2&0
59	O=C(OCC(=O)N1CCN(C(=O)c2ccco2)CC1)c1ccccc1OCc1ccc(Cl)cc1	4	-7	-1.3	-25	110	-6	3	5	-6	-2
60	O=C(O)c1cc2ccc3ccccc3c2[nH]1	6	4	-1.2	-5	95	-13	4	-2	2	-2
61	Fc1cccc(Cc2c(-c3ccc(Cl)cc3)nc3ccc(Cl)cn23)c1	/	13	/	-10	96	11	-6	/	5	-1
62	CCOc1cccc(/C=N/NC(=O)CC2C(=O)NN=C2C)c1O (configuration not stated)	-9	-3	-1.6	-34	104	2	2	2	2	0
63	C=CCn1c(C2CC2)n[nH]c1=S	0	-6	-0.4	17	91	0	3	-3	6	2

Source: PubChem BioAssay (several laboratories)
